DRD3 antagonist = D3 dopamine receptor (human) antagonism; AID 652054; max response, negative = inhibition, %; 2.5% of 360,000 active; D3R cells, DiscoveRx beta-arrestin luminescence, antagonist mode; active compounds read low; P35462; in the data active means max response below about -50%; inconclusive means no clear call, values can overlap the other calls; further: on the % scale 0 is the no-effect control and ±100 the full control effect; mostly tested at two doses, the higher about 12 µM
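Cells expressing the human receptor were seeded at 1500 cells/well, incubated overnight at 37 degrees C in 5% CO2, then exposed to library compounds with dopamine controls for 90 minutes at 37 degrees C before luminescent detection.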
TDP-43 yeast inh = rescues yeast growth from TDP-43 toxicity; TDP-43 expressing yeast growth rescue, BacTiter-Glo, 24 h; Potency, µM (series often up to 46.1 µM), for the others: top-dose growth rescue (activation), most hits filed as activators; 1.8% of 410,000 active; AID 652104; further: potency means the concentration at half of the fitted maximal effect; % of control where 0% means no effect; nearly all actives have a fitted effect of over 50% in size
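Yeast expressing TDP-43 (pregrown in raffinose, seeded at OD600=0.02 in galactose medium) exposed to compounds 24 hr at 30 deg C. Growth read by BacTiter-Glo luminescence; rescue of toxicity appears as increased signal.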
aSyn rescue = inhibitors of alpha-synuclein toxicity in yeast; Potency, µM (doses to about 46.1 µM), for the others: at the top dose growth rescue (activation), most hits filed as activators; 0.14% of 370,000 active; AID 652106; Yeast expressing alpha-synuclein, growth rescue, BacTiter-Glo, 24 h; further: potency means the concentration at half of the fitted maximal effect; % of control where 0% means no effect; nearly all actives have a fitted effect of over 65% in size
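Rescue of yeast growth: cells expressing toxic alpha-synuclein, induced in galactose at OD600 0.02, incubated with compound 24 h at 30 C. ATP luminescence quantified growth; inhibitors of toxicity appear as activators.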
EPAC2 ag = agonists of human EPAC2 (RAPGEF4). Q8WZA2. Potency, µM (highest dose often 154 µM), inactives show at the highest dose activation, most hits filed as activators. 0.079% of 360,000 active. EPAC2 activation, biochemical qHTS; response scale: 100% = 6.5 mM cAMP response; further: potency means the concentration at half of the fitted maximal effect; nearly all actives have a fitted effect of over 50% in size
Target sequence (Q8WZA2 whole entry, looked up): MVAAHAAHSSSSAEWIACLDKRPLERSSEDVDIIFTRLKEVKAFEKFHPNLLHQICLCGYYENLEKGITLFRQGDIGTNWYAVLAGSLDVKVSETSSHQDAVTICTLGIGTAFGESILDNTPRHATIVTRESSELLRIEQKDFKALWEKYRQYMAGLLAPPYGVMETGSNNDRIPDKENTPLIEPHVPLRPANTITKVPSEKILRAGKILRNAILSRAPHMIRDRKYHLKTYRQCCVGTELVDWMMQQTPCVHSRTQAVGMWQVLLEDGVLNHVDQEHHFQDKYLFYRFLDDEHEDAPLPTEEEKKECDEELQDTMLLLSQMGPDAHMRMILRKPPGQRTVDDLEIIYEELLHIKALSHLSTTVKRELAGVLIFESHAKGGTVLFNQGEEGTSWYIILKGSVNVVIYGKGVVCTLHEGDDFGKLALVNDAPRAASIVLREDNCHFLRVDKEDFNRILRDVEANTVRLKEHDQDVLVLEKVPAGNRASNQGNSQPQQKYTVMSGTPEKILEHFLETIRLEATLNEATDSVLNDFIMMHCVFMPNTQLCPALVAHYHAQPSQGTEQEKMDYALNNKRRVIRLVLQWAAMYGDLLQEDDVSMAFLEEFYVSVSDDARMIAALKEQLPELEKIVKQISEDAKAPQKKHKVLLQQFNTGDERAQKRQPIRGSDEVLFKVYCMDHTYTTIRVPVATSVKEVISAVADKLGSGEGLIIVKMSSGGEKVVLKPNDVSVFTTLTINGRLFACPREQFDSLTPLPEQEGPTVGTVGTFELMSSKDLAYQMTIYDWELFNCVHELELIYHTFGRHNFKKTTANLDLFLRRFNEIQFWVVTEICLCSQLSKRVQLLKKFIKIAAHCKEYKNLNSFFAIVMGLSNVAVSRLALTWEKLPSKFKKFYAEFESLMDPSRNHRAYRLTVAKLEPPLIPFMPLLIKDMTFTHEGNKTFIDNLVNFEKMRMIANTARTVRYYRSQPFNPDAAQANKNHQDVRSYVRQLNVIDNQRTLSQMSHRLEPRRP
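In this primary screen, activation is scored as increased exchange of BODIPY-GDP from Rap1B by 100 nM EPAC2, with 50 uM GDP as competitor. Signal is normalized to the 6.5 mM cAMP agonist control.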
EPAC2 antagonist = blocks human EPAC2 exchange factor; AID 720708; Potency, µM (titrated, usually from 114 µM), without a hit: at the highest dose activity, negative = inhibition, hits mostly inhibitors; Q8WZA2; EPAC2 GEF exchange of Rap1B-BODIPY-GDP, fluorescence; 0.18% of 360,000 active; further: potency means the concentration at half of the fitted maximal effect; on the % scale 0 is the no-effect control and ±100 the full control effect; nearly all actives have a fitted effect of over 45% in size; many of its hits are not listed in these tables
D3 ag = D3 dopamine receptor (human) agonism. P35462. D3R DiscoveRx beta-arrestin cells, luminescence, 90 min. max activation, %. 0.58% of 410,000 active; in the data active means max activation above about 30%; further: 0% is about no effect; mostly tested at two doses, the higher about 12 µM
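Agonist mode: compounds and dopamine controls were applied to plated cells for 90 min at 37 degrees C after an overnight attachment at 1500 cells/well. Luminescent read-out followed 30 - 60 minutes at room temperature with DiscoveRx detection reagent.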
Abeta yeast res = A-beta toxicity reversal in yeast | yeast expressing A-beta42, growth rescue, OD600, 48 h; response scale: 0% DMSO, 100% iron-clioquinol control | 0.063% of 410,000 active | AID 1347071 | Potency, µM (doses to about 46.1 µM), without a hit: at the top dose growth rescue, most hits filed as activators; further: potency means the concentration at half of the fitted maximal effect; nearly all actives have a fitted effect of over 55% in size
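Yeast A-beta toxicity model in growth medium with pinned compounds, 48 h at 30 C; growth read as absorbance at 600 nm. Normalized to FeCl3/clioquinol equimolar mix (positive) and DMSO (negative).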
FUS suppressor = FUS proteinopathy suppression in yeast; S. cerevisiae FUS-expressing, growth rescue, OD600, 24 h; 0.24% of 390,000 active; AID 1347120; Potency, µM (series often up to 76.6 µM), without a hit: top-dose growth rescue (activation), usual class: activators;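 further: potency means the concentration at half of the fitted maximal effect; plate controls were DMSO vehicle for no effect and reference control for full effect; nearly all actives have a fitted effect of over 55% in size; some results filed as inactive show a strong effect at the top dose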
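S. cerevisiae expressing FUS from galactose induction served as the toxicity model. Growth after 24hr at 30C, read as absorbance at 600 nm, indicates suppression of toxicity; compounds dosed at several concentrations.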
* hit, by the source's call; ? = inconclusive; nt = no result given; & = joins results of further samples; [ ] = another dose, or the depositor's remark. Unless noted, the call rests on the fitted dose curve; in most records, active means well fitted curve in the direction sought with a large enough effect; inconclusive means small, poorly fitted or top-dose-only effect, or another doubt; inactive means no such curve, though single readings can be large; an effect the other way counts as inactive or inconclusive. These rows are one share of the data (hit frequency here may not be typical).

Values run as follows: TDP-43 yeast inh, D3 ag, EPAC2 ag, Abeta yeast res, aSyn rescue, EPAC2 antagonist, DRD3 antagonist, FUS suppressor
> COCCCN=CC1=C(O)CC(c2ccccc2)CC1=O (stereo unspecified)
→ -13.4%, -5.6, 11.9%, -12.6%, -2.9%, 28.6%, -9.6, -75.1%
> Cc1oc2ncn(C)c(=O)c2c1C(=O)NCCCN1CCCC(C)C1 (stereo unspecified)
→ 9.2%, -12.5, nt, -17.4%, nt, nt, nt, 3.6%
> O=c1nc(C(F)(F)F)nc2ccccn12
→ -17.5%, -6.4, 2.5%, 0.9%, 0.2%, 3.4%, ?, 26.8%
> COC(=O)c1cn(NC(=O)c2cccc(OC)c2)c(=O)c2ccccc12
→ 11.7%, -6.4, 5.6%, -4.7%, -0.3%, 14.0%, 6.2, 20.8%
> COc1ccc(CC(=O)NCc2nnc(SCCOc3ccccc3)n2C)cc1
→ -16.4%, -10.9, 5.2%, -5.3%, -5.0%, 29.6%, 26.5, 8.7%
> CS(=O)(=O)OCCCCOS(C)(=O)=O
→ -1.8%, 6.7&-9.1, 4.6%, -12.3%, 0.7%, 8.1%, -20.0, -23.9%
> CCOP(=O)(c1ccc(N(C)C)cc1)C(O)c1ccncc1 (stereo unspecified)
→ -1.0%, -5.6, 9.9%, -8.0%, -1.1%, 3.7%, -20.2, 0.4%
> O=C(COC(=O)/C=C/c1ccc(Cl)cc1Cl)NCCC1=CCCCC1
→ 8.5%, -6.4, 6.4%, 4.5%, 18.8%, -13.1%, 22.6, -1.0%
> CC1CCCN(S(=O)(=O)c2ccc3[nH]c(=O)cc(C(=O)NCCc4ccc(Cl)cc4)c3c2)C1 (stereo unspecified)
→ 1.0%, -5.6, nt, -5.7%, nt, nt, nt, 23.0%
> COc1ccc(OC)c(-c2csc(NC(=O)CN3C(=O)NC4(CCCC4)C3=O)n2)c1
→ -17.6%, -2.3, 7.5%, -0.8%, 0.6%, ?, -4.1, 18.3%
> Cc1cc(C)n(CC(O)Cn2ccc3ccccc32)n1 (stereo unspecified)
→ -9.6%, -3.5, 1.2%, 21.2%, 3.8%, 4.0%, 22.4, 26.0%
> Cc1onc(-c2ccccc2Cl)c1C(=O)OCC(=O)N1CCN(c2ccccc2)CC1
→ -5.1%, -7.3, -0.7%, -2.5%, 0.1%, 2.3%, -13.7, nt
> CC(C)CC(NC(=O)C(COCc1ccccc1)NC(=O)OC(C)(C)C)C(=O)NN (stereo unspecified)
→ -5.3%, 2.6, -5.9%, -17.7%, -12.1%, 22.1%, 16.3, 16.1%
> Cc1ccc(S(=O)(=O)CCC(=O)OCCOc2cccc(Br)c2)cc1
→ 21.1%, -2.9, 22.1%, -17.0%, 19.0%, 2.8%, -10.0, ?
> C/C(NCCc1ccc(O)cc1)=C1/CCOC1=O
→ 0.0%, 44.9*, 4.9%, 4.5%, 0.6%, -8.1%, 6.0, 17.0%
> COc1ccc(S(=O)(=O)N2CCCC(C(=O)N3CCCCCC3)C2)cc1 (stereo unspecified)
→ -5.7%, 5.8, 20.4%[15.6 µM], -58.1%[inhibitor], -2.5%, -2.3%, 15.8, -3.8%
> O=C(NCCC1=CCCCC1)c1coc(=O)c(Br)c1
→ ?, -1.5, -2.3%, 7.9%, 0.7%, 18.0%, ?, 5.7%
> COc1ccccc1OCC(=O)Nc1c2c(nn1-c1ccc(F)cc1)CS(=O)(=O)C2
→ 4.1%, 10.1, -0.3%, 5.4%, 3.2%, 15.8%, 4.7, nt
> Nc1nonc1-n1nnc(C(=O)N/N=C/c2ccccc2Cl)c1-c1ccc2c(c1)OCO2
→ -17.4%, 0.0, 14.9%, 5.6%, -1.1%, 11.1%, -24.5, 0.6%
> Cc1ccc(C2(C)NC(=O)N(CC(=O)N3CCN(S(=O)(=O)c4cccc(F)c4)CC3)C2=O)cc1 (stereo unspecified)
→ 10.0%, -1.9, 3.0%, 6.8%, 4.2%, -4.9%, 7.8, 27.6%
> COc1ccc(C2N(c3ccc(C)cc3)CCN2c2ccc(C)cc2)cc1O
→ -15.2%[9.22 µM], 13.8, 13.2%, -24.0%, 3.3%, 2.3%, -14.6, 6.7%
> CCCS(=O)(=O)Nc1cccc(-c2cn3c(n2)SCC3)c1
→ 2.7%, -1.7, 16.6%, nt, ?, 1.3%, -9.4, -5.9%
> Cc1ccc(CN(Cc2ccco2)C(=S)NCC(=O)NCc2cccnc2)cc1
→ 13.0%, 2.9, -2.3%, 19.9%, 3.2%, 5.4%, -2.5, 15.0%
> CCC(C)Sc1nnc(CSc2nc3nc(C)cc(C)n3n2)o1 (stereo unspecified)
→ -0.2%, -5.4, -8.4%, -4.2%, -4.4%, 1.8%, -10.8, 1.9%
> COC(=O)[C@]12CCCCC=C1N(CCC1=CCCCC1)C(=O)[C@H](CC(=O)NCc1cccc(C(F)(F)F)c1)C2
→ 4.1%, -2.7, -7.2%, 2.6%, 22.4%, -5.8%, 1.3, 39.2%
> COc1ccc(-c2ccc(CCC(=O)O)n2-c2cc(OC)ccc2OC)cc1
→ 10.5%, -4.2, 17.5%, 4.4%, 3.3%, 7.4%, -22.7, ?
> COC(=O)c1ccc(OC(=O)N2CCOCC2)cc1
→ 7.9%, 2.2, 11.7%, 14.2%, -6.0%, 8.3%, -0.5, 1.2%
> C#CCNC(=O)C[C@@H]1C[C@@]2(C(=O)OCC)CCC=C2N(CCC2=CCCCC2)C1=O
→ 13.3%, -4.1, 4.8%, -25.6%, 6.6%, -5.6%, -10.4, 3.9%
> CCCCCN1C(C(=O)c2ccccc2)=C(NC(=O)c2ccc(OC)c(OC)c2)c2ccccc2S1(=O)=O
→ 23.9%, 6.9, nt, 1.3%, nt, nt, nt, 43.9%
> CCCC1(C(=O)OCC)NC(c2ccco2)C2C(=O)N(C)C(=O)C21 (stereo unspecified)
→ 5.0%, 0.6, 2.2%, 6.8%, -0.9%, -1.8%, 12.3, -5.5%

7 of these compounds in a different format:
molecule	TDP-43 yeast inh	D3 ag	EPAC2 ag	Abeta yeast res	aSyn rescue	EPAC2 antagonist	DRD3 antagonist	FUS suppressor
CCC(C)Sc1nnc(CSc2nc3nc(C)cc(C)n3n2)o1 (stereo unspecified)	-0.2%	-5.4	-8.4%	-4.2%	-4.4%	1.8%	-10.8	1.9%
COC(=O)[C@]12CCCCC=C1N(CCC1=CCCCC1)C(=O)[C@H](CC(=O)NCc1cccc(C(F)(F)F)c1)C2	4.1%	-2.7	-7.2%	2.6%	22.4%	-5.8%	1.3	39.2%
COc1ccc(-c2ccc(CCC(=O)O)n2-c2cc(OC)ccc2OC)cc1	10.5%	-4.2	17.5%	4.4%	3.3%	7.4%	-22.7	?
COC(=O)c1ccc(OC(=O)N2CCOCC2)cc1	7.9%	2.2	11.7%	14.2%	-6.0%	8.3%	-0.5	1.2%
C#CCNC(=O)C[C@@H]1C[C@@]2(C(=O)OCC)CCC=C2N(CCC2=CCCCC2)C1=O	13.3%	-4.1	4.8%	-25.6%	6.6%	-5.6%	-10.4	3.9%
CCCCCN1C(C(=O)c2ccccc2)=C(NC(=O)c2ccc(OC)c(OC)c2)c2ccccc2S1(=O)=O	23.9%	6.9	nt	1.3%	nt	nt	nt	43.9%
CCCC1(C(=O)OCC)NC(c2ccco2)C2C(=O)N(C)C(=O)C21 (stereo unspecified)	5.0%	0.6	2.2%	6.8%	-0.9%	-1.8%	12.3	-5.5%

Following part:
Values run as follows: TDP-43 yeast inh, D3 ag, EPAC2 ag, Abeta yeast res, aSyn rescue, EPAC2 antagonist, DRD3 antagonist, FUS suppressor
> O=C(COc1ccc(S(=O)(=O)N2CCCC2)cc1)NCc1cccnc1
→ 2.7%, 14.4, 4.2%, 7.6%, 0.3%, 5.2%, 10.4, -12.2%
> COc1ccc(/C=N/NC(=O)C2C3CCCCC32)cc1OC (stereo unspecified)
→ 9.2%, -9.8, 4.2%, -15.4%, -4.2%, 0.1%, 9.5, -11.2%
> CCc1nccn1S(=O)(=O)c1ccccc1[N+](=O)[O-]
→ ?, 2.6, 7.4%, -4.3%, -1.5%, 5.4%, 4.0, -5.7%
> COc1ccccc1CCNC(=O)Cn1c(=O)oc2ccccc21
→ 2.1%, -0.9, 5.9%, 9.9%, 16.9%, 2.5%, -6.8, 6.2%
> COCCn1cnc2c(c1=O)c1nc3ccccc3nc1n2/N=C/c1ccc(OC)c(OC)c1
→ -8.6%, 9.4, -1.0%, -1.0%, -0.5%, 2.1%, 13.9, -10.9%
> CCOc1ccccc1NC(=O)COc1ccc2ccc(=O)oc2c1
→ -12.5%, -3.0, 5.9%, 7.0%, -5.5%, 1.8%, 4.0, 5.7%
> O=C(Cc1cccs1)NC1CC(=O)N(c2ccccc2)C1 (stereo unspecified)
→ 27.6%, -1.5, nt, -2.1%, nt, nt, nt, 19.1%
> CCCc1nnc(NC(=O)C2CC(=O)N(CCc3ccc(F)cc3)C2)s1 (stereo unspecified)
→ -10.4%, -3.7, 12.2%, 4.6%, 2.2%, 0.1%, 2.1, 34.8%
> CCOCCc1nn2c(=O)cc(COC(=O)COc3ccccc3Cl)nc2s1
→ 11.5%, 8.9, nt, -9.4%, nt, nt, nt, 12.3%
> CCN(CC)C(=O)C1CCN(Cc2cccc(OCc3ccccc3)c2)CC1
→ -6.8%, 1.1, -4.8%, 0.4%, -1.6%, 0.3%, -61.1*, 19.7%
> Cc1nc2ccccc2c(=O)n1NC(=O)c1ccc(F)cc1Cl
→ -21.1%, -12.6, 7.0%, 8.8%, 0.4%, 7.7%, -12.7, -20.6%
> CCn1ccnc1C(O)(c1ccccc1)c1ccccc1
→ -2.7%, 2.5, 12.6%, -10.7%, -2.1%, 17.8%, 2.3, -12.2%
> CCCOc1ccc(-c2c(C(=O)N/N=C/c3ccco3)nnn2-c2nonc2N)cc1
→ 0.6%, -0.7, -12.2%, -2.9%, 0.9%, -7.3%, 0.3, 15.8%
> COC(=O)c1ccc2nc(NC(=O)CSCC(=O)OCC(=O)c3ccccc3)sc2c1
→ -20.8%, -5.9, 8.4%, -8.7%, 1.9%, -12.3%, ?, nt
> CC1CCCC(C)N1C(=O)COC(=O)c1ccc(Br)c(S(=O)(=O)N2CCOCC2)c1 (stereo unspecified)
→ -19.1%, 0.0, 0.6%, -44.5%[inhibitor], -7.3%, -1.3%, -14.9, 10.9%
> Cc1ccccc1OC(C)C(=O)NC1CCCC1 (stereo unspecified)
→ 21.3%, 5.2, 9.9%, 2.6%, 1.1%, 7.5%, 0.3, 9.8%

Source: PubChem BioAssay
